Source: PubChem
DNA FID counter: compounds displacing fluorescent DNA intercalator, primary screen, artefact control for HCV NS3 helicase inhibitor project, biochemical, FID fluorescence; inhibition, % at 7.9 µM; DNA fluorescent intercalator displacement; hit rate 0.17% among 290,000; AID 1845, 2009; in the data active = inhibition above about 37%;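 also: 0% = vehicle and 100% = reference compound; higher means more ethidium bromide displaced from hairpin DNA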
OXTR agonist: human OXTR agonists, primary screen, fluorescence, CHO-OTR cells, Fluo-8 calcium; Oxytocin receptor (Homo sapiens), P30559; Fluo-8 calcium fluorescence; normalized: DMSO 0%, oxytocin 100%; activation, % at 3 µM; hit rate 0.32% among 320,000; AID 2435, 2010;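 active = activation above the mean of all tested compounds plus 3 SD, cutoff set per screening run, cut at about 20% in these data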;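 also: peak over basal fluorescence ratio from a 100 s FLIPR kinetic read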
V1aR counter: agonists of human V1a receptor, primary screen, counter-screen for OXTR agonist project, fluorescence, CHO-V1R cells. Fluo-8 calcium fluorescence, agonist mode; 0% DMSO, 100% 3 nM vasopressin. activation, % at 3 µM. hit rate 0.25% among 320,000;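 active = activation above the mean activation of all tested compounds plus 3 SD, per screening run, cut at about 20% in these data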;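 also: signal is peak over basal fluorescence ratio across a 100 second FLIPR read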
Target sequence (P37288 whole entry, looked up): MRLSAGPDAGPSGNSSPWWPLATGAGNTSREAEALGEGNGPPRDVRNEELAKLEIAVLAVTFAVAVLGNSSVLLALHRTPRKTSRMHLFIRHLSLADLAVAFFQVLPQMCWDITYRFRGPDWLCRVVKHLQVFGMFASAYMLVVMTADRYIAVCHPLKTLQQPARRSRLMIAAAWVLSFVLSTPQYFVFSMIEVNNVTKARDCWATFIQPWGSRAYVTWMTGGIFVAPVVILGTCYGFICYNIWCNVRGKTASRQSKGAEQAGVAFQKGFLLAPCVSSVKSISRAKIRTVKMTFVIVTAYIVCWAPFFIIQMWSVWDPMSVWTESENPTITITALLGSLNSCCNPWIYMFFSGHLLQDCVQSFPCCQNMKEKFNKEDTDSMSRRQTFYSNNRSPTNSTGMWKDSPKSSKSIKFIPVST
VIM-2 inhibitor: VIM-2 metallo-beta-lactamase inhibitors, primary screen, biochemical, epi-absorbance readout, Pseudomonas aeruginosa enzyme. inhibition, % at 5.6 µM. hit rate 0.89% among 290,000. purified VIM-2, nitrocefin hydrolysis, epi-absorbance fluorescence;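 active = inhibition above the mean of all tested compounds plus 3 SD, cutoff set per screening run, cut at about 7.5% in these data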;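 also: red hydrolysis product quenches plate fluorescence so inhibitors raise well fluorescence; 0% = enzyme with DMSO and 100% = DMSO without enzyme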
IMP-1 inhibitor: IMP-1 metallo-beta-lactamase inhibitors, primary screen, biochemical, epi-absorbance readout, Pseudomonas aeruginosa enzyme; purified IMP-1, nitrocefin hydrolysis, epi-absorbance fluorescence; AID 1556, 2009; inhibition, % at 5.6 µM; metallo-beta-lactamase IMP-1 (Pseudomonas aeruginosa); hit rate 0.45% among 290,000;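 active = inhibition above the mean plus 3 SD of all compounds in the same screening run, cut at about 4.5% in these data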;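 also: 0% = IMP-1 with DMSO and 100% = DMSO wells lacking enzyme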
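System: purified IMP-1 / Input: IMP-1 dispensed at 0.2 nM / Medium: 50 mM HEPES pH 7.1, 50 µM ZnSO4, 0.05% Brij 35 / Timing: 15 min enzyme–compound preincubation, then 25 min nitrocefin reaction, 25 °C / Technique: plate fluorescence quenching by hydrolysis product, ex 480/em 530 nm / Repeats: singlicate testing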
PHOSPHO1 inh: PubChem AID 1565; recombinant PHOSPHO1, absorbance phosphatase assay; inhibition, % at 13.3 µM; hit rate 1.1% among 290,000; in the data active = inhibition above about 60%
GPR7 antag: GPR7 receptor antagonists, primary screen, cell-based, fluorescence, single concentration | Neuropeptides B/W receptor type 1 (Homo sapiens), P48145 | GPR7-expressing cells, fluorescence antagonist assay | inhibition, % at 4.4 µM | hit rate 1.1% among 290,000 | AID 1861, 2009; in the data active = inhibition above about 16%, passing the limit was not always enough;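 also: cells stimulated with the agonist NPW; 0% = agonist with vehicle and 100% = vehicle without agonist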
Target sequence (P48145 whole entry, looked up): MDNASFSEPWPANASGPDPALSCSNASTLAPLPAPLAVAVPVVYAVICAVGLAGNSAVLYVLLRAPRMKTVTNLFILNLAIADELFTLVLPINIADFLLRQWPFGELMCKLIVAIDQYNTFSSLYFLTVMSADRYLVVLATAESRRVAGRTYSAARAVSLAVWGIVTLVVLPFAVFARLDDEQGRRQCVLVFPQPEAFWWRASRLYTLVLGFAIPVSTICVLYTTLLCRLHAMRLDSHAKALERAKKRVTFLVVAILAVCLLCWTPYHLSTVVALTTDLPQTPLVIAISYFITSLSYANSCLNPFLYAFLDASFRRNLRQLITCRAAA
GalR3 antagonist: GalR3 antagonists in HEK293 cells, primary screen, cell-based, fluorescence readout; inhibition, % at 3 µM; Galanin receptor type 3 (Homo sapiens), O60755; hit rate 0.44% among 360,000; AID 651719, 2012; HEK293 GalR3-CNG cAMP membrane potential fluorescence; galR3 body fused to GalR1 C-terminus;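 active = inhibition above the screen-wide average plus 3 SD, cut at about 13% in these data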;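 also: forskolin and galanin both at EC90 stimulate the cells; cAMP rise reported by CNG channel membrane potential dye signal; 0% = forskolin plus galanin with DMSO and 100% = forskolin alone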
Target sequence (O60755 1-299 limits assumed): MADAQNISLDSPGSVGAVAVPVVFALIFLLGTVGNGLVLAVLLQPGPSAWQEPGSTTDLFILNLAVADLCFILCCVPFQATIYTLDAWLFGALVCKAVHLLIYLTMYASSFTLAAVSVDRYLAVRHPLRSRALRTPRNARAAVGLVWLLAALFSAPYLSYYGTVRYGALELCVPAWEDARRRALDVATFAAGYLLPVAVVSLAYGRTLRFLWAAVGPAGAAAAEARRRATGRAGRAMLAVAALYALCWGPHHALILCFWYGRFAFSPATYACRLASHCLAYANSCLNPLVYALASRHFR
NS3 helicase inh: inhibitors of HCV NS3 helicase, primary screen, biochemical, Cy5 molecular beacon fluorescence. Hepatitis C virus NS3 helicase. NS3 helicase DNA unwinding. AID 1800, 2009. inhibition, % at 10.9 µM. hit rate 0.56% among 290,000;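 active = inhibition above the mean of all tested compounds plus 3 SD, set per campaign, cut at about 35% in these data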;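 also: 0% = DMSO wells and 100% = thioflavine S control wells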
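test system = hepatitis C virus NS3 helicase domain fragment enzyme | reagent = annealed dual-labelled DNA beacon duplex, ATP-started | times = 1 h at 25 °C | detection = Cy5 fluorescence, 0 and 60 min reads | read-out basis = percent inhibition from t60/t0 fluorescence ratio | control set = DMSO and thioflavine S | replication = one well per compound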
* hit, by the source's call; nt = no result given.

SMILES | DNA FID counter | OXTR agonist | V1aR counter | VIM-2 inhibitor | IMP-1 inhibitor | PHOSPHO1 inh | GPR7 antag | GalR3 antagonist | NS3 helicase inh
CCOC(=O)c1c(NC(=O)CSc2nnnn2-c2ccccc2)sc2c1CC(C)(C)NC2(C)C | 41* | -0.1 | 2.6 | 1.4 | -0.5 | nt | -4 | 0 | -51
S=c1[nH]nc(-c2cc(-c3ccccc3)n[nH]2)n1/N=C/c1cccc(Cl)c1 | -9 | 0.6 | 1.6 | -1.7 | -3.7 | -10 | -10 | -1 | -2
COC(=O)[C@@]1(Cc2ccc(OC)cc2)[C@@H]2C(=CC(=O)[C@H]2CC(=O)C(=O)N(C)C)CN1C(=O)c1ccccc1 | -44 | 0.1 | 0.8 | -1.8 | -2.3 | 28 | 4 | 8 | 1
CCCCNC(=O)NCCN1CCOCC1 | 1 | 1.6 | -0.3 | -0.1 | -2.6 | 3 | -6 | -5 | -2
COCCn1c(SCc2cc(=O)n3cc(C)ccc3n2)nc2ccccc2c1=O | -5 | 1.7 | 0.9 | -1.5 | -1.4 | 21 | -5 | nt | 8
COCCCn1c(=O)/c(=C\c2ccccc2OC(F)F)s/c1=C(/C#N)C(=O)NCCOC | -5 | -0.4 | 0.2 | -2.9 | -3.5 | 44 | -3 | -2 | -1
CCC(=O)Nc1ccc2oc(-c3ccccc3Br)nc2c1 | -14 | -0.2 | 0.9 | 0.3 | -0.8 | 1 | 6 | -1 | 5
CC1CCCCN1Cc1nc2c(c(=O)n(C)c(=O)n2C)n1Cc1c(F)cccc1Cl (stereo not given) | -9 | 1.4 | 0.3 | -2.0 | -2.2 | 4 | -17 | nt | 10
CC(=O)c1c(C(C)=O)c(C)n(-c2ccc(C(=O)O)cc2)c1C | 3 | 0.3 | 0.1 | 0.4 | -2.7 | 11 | -7 | 0 | 2
Cc1ccc(Cn2ccc(NC(=O)c3cc4nc5c(c(C(F)(F)F)n4n3)CCc3ccccc3-5)n2)cc1 | -3 | nt | nt | -3.2 | -3.4 | 36 | -10 | nt | -4
COc1ccc(Br)c(C(=O)OCc2cc(=O)oc3cc(C)ccc23)c1 | -10 | 0.3 | 3.7 | 0.8 | -5.3 | 3 | -9 | -9 | 0
COc1ccc(-c2c3c(=O)n(C)c(=O)n(C)c3cn2Cc2ccccn2)cc1 | 0 | -0.7 | 0.5 | -6.0 | -5.1 | -5 | 5 | 0 | 8
CC(=O)OCC1=C(C(=O)O)N2C(=O)C(NC(=O)c3ccc(COc4c(C)cccc4Cl)o3)C2SC1 (stereo not given) | -38 | -1.6 | -0.3 | 0.4 | 1.6 | -26 | -13 | 0 | 38*
N#CCC(CNc1ncc(C(F)(F)F)cc1Cl)OC(=O)c1ccc(Cl)cc1 (stereo not given) | -9 | -0.8 | 0.9 | -8.7 | -3.0 | 1 | -21 | -6 | -11
Cc1ccc(OCC(O)CN2C(=O)NC(C)(C)C2=O)cc1 (stereo not given) | -2 | 0.0 | 0.6 | -1.7 | -2.7 | 4 | -15 | 1 | 3
Cc1nn(-c2ccccc2)c(C)c1/C=N/NC(=O)c1cc(-c2ccc(Cl)s2)[nH]n1 | -3 | 0.6 | -0.8 | -2.8 | -1.7 | 6 | 0 | 2 | 4
CC(=O)c1ccn(S(=O)(=O)c2ccc(Cl)cc2)c1 | -7 | -2.2 | -0.4 | -2.3 | -2.6 | 38 | -8 | 7 | -9
Cc1cccc(N(Cc2cc(=O)[nH]c3ccccc23)C(=O)C(C)C)c1 | -33 | -1.6 | 0.5 | -2.0 | -2.5 | 0 | -9 | -7 | 8
CCn1c(-c2cccc(Cl)c2)n[nH]c1=S | -2 | 1.1 | 0.3 | 1.7 | -2.2 | 95* | -9 | -1 | -2
O=C(/C=C\c1ccco1)Nc1nc(-c2ccc3ccccc3c2)cs1 | -3 | -0.6 | 1.6 | -1.9 | -1.8 | -49 | -1 | 1 | 6
CCCCCOc1ccc(/C=C/C(=O)NCCc2nc3ccccc3[nH]2)cc1OC | -8 | -0.1 | 1.8 | -2.9 | -2.7 | 7 | -14 | 2 | -29
CC(=O)Oc1ccc2c(c1)c(C(C)=O)c(C)n2C | -3 | -0.1 | 0.7 | -2.9 | 0.3 | -14 | -2 | -3 | 4
O=C(CSc1cccc[n+]1[O-])c1ccccc1Br | -10 | -0.2 | 1.0 | -3.4 | -2.5 | 4 | -2 | -2 | 18
COc1ccc(CNC(=O)C/C(C)=N/NC(=O)c2cnccn2)cc1 | -7 | -1.1 | -0.2 | -3.5 | -2.9 | 28 | -11 | -6 | 0
NNC(=O)c1cc(Cl)ccc1Cl | 4 | -1.6 | -1.1 | -4.3 | -4.2 | 5 | -12 | -4 | 5
Cc1cccc(N2CCN(C(=O)c3cc4c(=O)n(C)c5ccccc5c4n3C)CC2)c1C | 0 | -1.2 | -0.8 | -4.3 | -5.2 | -3 | -7 | 1 | -1
O=C(COC(=O)CCC(=O)c1ccc(Cl)cc1)NCCc1ccccc1 | -14 | 0.7 | 0.6 | -1.5 | -0.8 | -6 | -9 | -7 | 7
Cc1cc(=O)oc2c(CN3CCCCC3)c(O)c(Cl)cc12 | -11 | -0.1 | -0.1 | -0.3 | -1.8 | -11 | 9 | -3 | 24
c1ccc(Cn2c(NCc3ccccn3)nc3ccccc32)cc1 | -2 | 0.3 | 0.2 | -3.2 | -3.7 | -26 | -5 | -5 | 11
CSc1nc(Oc2ccc3ccccc3c2)c2sccc2n1 | 6 | -0.7 | 0.5 | 3.0 | -0.5 | -22 | -4 | 2 | 5

Entries of single compounds from above:
Listed for `COc1ccc(Br)c(C(=O)OCc2cc(=O)oc3cc(C)ccc23)c1` = DNA FID counter: -10; OXTR agonist: 0.3; V1aR counter: 3.7; VIM-2 inhibitor: 0.8; IMP-1 inhibitor: -5.3; PHOSPHO1 inh: 3; GPR7 antag: -9; GalR3 antagonist: -9; NS3 helicase inh: 0
Listed for `Cc1nn(-c2ccccc2)c(C)c1/C=N/NC(=O)c1cc(-c2ccc(Cl)s2)[nH]n1` = DNA FID counter: -3; OXTR agonist: 0.6; V1aR counter: -0.8; VIM-2 inhibitor: -2.8; IMP-1 inhibitor: -1.7; PHOSPHO1 inh: 6; GPR7 antag: 0; GalR3 antagonist: 2; NS3 helicase inh: 4

The results go on.
SMILES | DNA FID counter | OXTR agonist | V1aR counter | VIM-2 inhibitor | IMP-1 inhibitor | PHOSPHO1 inh | GPR7 antag | GalR3 antagonist | NS3 helicase inh
O=C(NCc1ccc(N2CCCC2=O)cc1)c1cnccn1 | 0 | 2.9 | 2.6 | -2.7 | -4.5 | 9 | -11 | -2 | 0
O=C(COC(=O)c1ccc2c(c1Cl)C(=O)c1ccccc1C2=O)NC1CC1 | -3 | 1.7 | 4.9 | 6.8 | 1.1 | 0 | -2 | -1 | 2
COc1ccc(C(=O)CSc2nnc(COc3ccc(C#N)cc3)n2-c2ccccc2)cc1 | -2 | 1.0 | -0.1 | -2.9 | 0.7 | 35 | -11 | -2 | -2
COc1ccc(NC(=O)C2CCN(S(=O)(=O)c3ccc(Br)s3)CC2)cc1OC | -2 | 6.6 | 9.5 | -1.0 | -0.8 | 22 | -3 | -3 | -5
CCOC(=O)c1c(C)[nH]c(C)c1C(=O)CSc1nc2ccccc2n1CCC#N | -6 | -0.2 | -0.1 | -3.0 | -2.5 | 7 | -10 | -8 | 11
O=C(Nc1cccc(C(F)(F)F)c1)c1ccc(N2CCNCC2)c([N+](=O)[O-])c1 | 26 | 1.9 | 0.3 | -1.5 | -3.7 | 24 | -7 | -3 | -55
CC(C)[C@H]1CN=C2N(CCNC(=O)CCC3CCCCC3)[C@H](Cc3ccc(O)cc3)CN21 | 29 | -0.6 | -0.5 | 2.5 | -0.7 | 30 | 0 | -2 | -35
COc1ccc(-c2cc3c(=O)n(CC(=O)Nc4ccc(C(C)=O)cc4)ncn3n2)cc1 | -11 | 0.6 | 1.2 | -7.4 | -1.4 | 28 | 14 | -2 | -1
Cc1ccccc1OCC(=O)Nc1ccc2oc(=O)ccc2c1 | -10 | 0.2 | 2.9 | -0.9 | -2.8 | 2 | -3 | -4 | 5
CC[n+]1c(S(=O)(=O)[O-])ccc2ccc(C)cc21 | 0 | 0.0 | -0.5 | -2.6 | -1.0 | 18 | 8 | 3 | -2
COCCCNC(=O)c1ccccc1NS(C)(=O)=O | 2 | 4.4 | 0.4 | -1.5 | -1.1 | -5 | -2 | -3 | -5
CC(C(=O)NCCc1ccccc1)N1c2cccc3cccc(c23)S1(=O)=O (stereo not given) | -40 | -0.7 | -0.7 | -1.1 | -2.1 | 27 | 0 | 1 | -11
COc1cc(-c2noc(C)c2C#Cc2ccc(N)cc2)cc(OC)c1OC | -21 | -1.4 | -0.9 | 3.9 | -3.5 | -19 | 15 | -3 | -28
CCCn1c(O)c(C=Nc2ccccc2)sc1=S | -2 | -2.4 | -1.2 | 1.5 | -1.0 | 41 | -4 | -2 | -3
CCc1c(C(=O)NCc2ccccc2Cl)[nH]c(C)c1C(C)=O | -16 | 6.6 | 5.7 | -1.7 | -3.3 | -4 | -10 | -5 | -7
Fc1ccc(/C=N/Nc2cc(N3CCOCC3)ncn2)cc1 | -16 | -2.0 | -0.3 | 0.7 | 0.0 | 30 | 12 | -3 | -2
Cn1cccc1CNC(=O)Nc1ccc(Cl)cc1 | -3 | -0.1 | 4.0 | -3.9 | -2.0 | 13 | -15 | -1 | 21
Brc1[nH]nc2ccccc12 | 2 | -0.5 | -0.6 | -0.3 | -0.3 | -35 | -4 | 2 | 0
COc1ccc(CN2CSC(=S)N(Cc3ccccc3)C2)cc1 | -20 | 0.1 | 0.3 | -5.1 | -1.4 | -24 | 4 | -8 | -5
COc1cccc(CNc2nc3ccc(C)cc3n3cnnc23)c1 | -4 | 0.5 | 0.6 | -3.0 | -2.4 | 37 | -17 | 0 | -5

Another view of part of the listing above:
Cc1nn(-c2ccccc2)c(C)c1/C=N/NC(=O)c1cc(-c2ccc(Cl)s2)[nH]n1
  DNA FID counter: -3; OXTR agonist: 0.6; V1aR counter: -0.8; VIM-2 inhibitor: -2.8; IMP-1 inhibitor: -1.7; PHOSPHO1 inh: 6; GPR7 antag: 0; GalR3 antagonist: 2; NS3 helicase inh: 4
CC(=O)c1ccn(S(=O)(=O)c2ccc(Cl)cc2)c1
  DNA FID counter: -7; OXTR agonist: -2.2; V1aR counter: -0.4; VIM-2 inhibitor: -2.3; IMP-1 inhibitor: -2.6; PHOSPHO1 inh: 38; GPR7 antag: -8; GalR3 antagonist: 7; NS3 helicase inh: -9

Rows are unselected; overall some 4.3% were active at least once.
